Screening data deposited in PubChem BioAssay by several laboratories.
MEKK3 PB1 HTS = modulators of MEKK3-MEK5 PB1 binding, primary screen, biochemical, wildtype MEKK3, multiplex bead flow cytometry, Alexa488-MEK5; Mitogen-activated protein kinase kinase kinase 3 (Homo sapiens), Q99759; binding response (% of control), % at 10 µM; bead-based flow cytometry, Alexa488-MEK5 binding to MEKK3; actives lie on both sides; 0 = blocked by unlabeled MEK5, 100 = vehicle; 1.4% of 290,000 active; AID 1529, 2009;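 active = binding response more than 3 SD above or below the average of its plate-row segment, actives on both sides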;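 also: Alexa488 bead fluorescence after subtracting the streptavidin-only scavenger bead signal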
IMP-1 inhibitor = IMP-1 metallo-beta-lactamase inhibitors, primary screen, biochemical, epi-absorbance readout, Pseudomonas aeruginosa enzyme | purified IMP-1, nitrocefin hydrolysis, epi-absorbance fluorescence | inhibition, % at 5.6 µM | 0.45% of 290,000 active;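 active = inhibition above the mean plus 3 SD of all compounds in the same screening run, cut at about 4.5% in these data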;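 also: 0% = IMP-1 with DMSO and 100% = DMSO wells lacking enzyme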
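System: purified IMP-1 / Input: IMP-1 dispensed at 0.2 nM / Medium: 50 mM HEPES pH 7.1, 50 µM ZnSO4, 0.05% Brij 35 / Timing: 15 min enzyme–compound preincubation, then 25 min nitrocefin reaction, 25 °C / Technique: plate fluorescence quenching by hydrolysis product, ex 480/em 530 nm / Repeats: singlicate testing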
pCIP destab = p/CIP-EGFP fusion destabilizers, primary screen, fluorescence, F442A cells; Q05BA5; 16 h; decrease of EGFP signal, % at 10 µM; 0.01% of 290,000 active; AID 1984, 2009;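 active = EGFP signal decrease of at least 30% at 10 µM or well 3 SD below plate mean, unless failing retest; inactive = the rest, including hits failing retest or dose response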; also: some compounds called inactive have numbers as strong as hits; many of its hits are not listed in these tables
NS3 helicase inh = inhibitors of HCV NS3 helicase, primary screen, biochemical, Cy5 molecular beacon fluorescence; 0.56% of 290,000 active; NS3 helicase DNA unwinding; Hepatitis C virus NS3 helicase; inhibition, % at 10.9 µM;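 active = inhibition above the mean of all tested compounds plus 3 SD, set per campaign, cut at about 35% in these data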;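 also: 0% = DMSO wells and 100% = thioflavine S control wells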
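Test system: hepatitis C virus NS3 helicase domain fragment enzyme. Also added: annealed dual-labelled DNA beacon duplex, ATP-started. Timing: 60 min unwinding reaction at 25 °C after ATP addition. Technique: Cy5 fluorescence. Measure: % inhibition of unwinding.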
IDE act = human IDE activators in live cells, primary screen, fluorescence polarization, HEK cells, FAbeta-B substrate; Insulin-degrading enzyme (Homo sapiens), P14735; activation, % at 5.96 µM; 0.073% of 340,000 active; AID 493087, 2011; FAbeta-B cleavage; 0% vehicle, 100% cell-free pure enzyme wells;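 active = activation above the mean of all tested compounds plus 3 SD, set per screening campaign, cut at about 17% in these data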
Target sequence (P14735 whole entry, looked up): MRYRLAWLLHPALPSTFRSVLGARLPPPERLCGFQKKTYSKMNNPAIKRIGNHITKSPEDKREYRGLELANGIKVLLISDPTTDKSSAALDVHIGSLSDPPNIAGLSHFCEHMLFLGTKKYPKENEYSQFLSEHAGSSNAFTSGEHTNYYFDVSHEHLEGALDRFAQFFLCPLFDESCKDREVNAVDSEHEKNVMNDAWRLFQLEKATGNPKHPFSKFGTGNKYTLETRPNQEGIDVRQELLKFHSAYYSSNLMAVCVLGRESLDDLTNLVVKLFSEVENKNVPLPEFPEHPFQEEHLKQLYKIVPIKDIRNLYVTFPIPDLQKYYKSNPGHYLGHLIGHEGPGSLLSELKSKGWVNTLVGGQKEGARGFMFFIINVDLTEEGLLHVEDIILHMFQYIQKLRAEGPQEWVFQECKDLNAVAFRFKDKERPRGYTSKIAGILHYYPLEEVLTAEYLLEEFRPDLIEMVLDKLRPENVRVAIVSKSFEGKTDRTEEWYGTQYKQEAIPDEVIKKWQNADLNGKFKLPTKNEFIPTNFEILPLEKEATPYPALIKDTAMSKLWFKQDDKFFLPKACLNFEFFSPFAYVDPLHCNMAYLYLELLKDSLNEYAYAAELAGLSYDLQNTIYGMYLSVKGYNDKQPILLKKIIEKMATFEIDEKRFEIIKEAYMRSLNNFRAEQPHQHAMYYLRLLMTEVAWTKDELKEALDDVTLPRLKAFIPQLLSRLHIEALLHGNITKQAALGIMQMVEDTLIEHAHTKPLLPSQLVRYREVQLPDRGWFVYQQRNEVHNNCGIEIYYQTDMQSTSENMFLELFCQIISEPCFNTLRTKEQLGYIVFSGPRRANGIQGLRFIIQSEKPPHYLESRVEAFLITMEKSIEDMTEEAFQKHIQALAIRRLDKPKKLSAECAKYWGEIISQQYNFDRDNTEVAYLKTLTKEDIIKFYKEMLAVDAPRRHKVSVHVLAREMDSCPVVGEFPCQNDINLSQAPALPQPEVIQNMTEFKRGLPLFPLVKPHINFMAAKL
VIM-2 inhibitor = VIM-2 metallo-beta-lactamase inhibitors, primary screen, biochemical, epi-absorbance readout, Pseudomonas aeruginosa enzyme; AID 1527, 2009; inhibition, % at 5.6 µM; 0.89% of 290,000 active; purified VIM-2, nitrocefin hydrolysis, epi-absorbance fluorescence;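 active = inhibition above the mean of all tested compounds plus 3 SD, cutoff set per screening run, cut at about 7.5% in these data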;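 also: red hydrolysis product quenches plate fluorescence so inhibitors raise well fluorescence; 0% = enzyme with DMSO and 100% = DMSO without enzyme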
PHOSPHO1 block = PubChem AID 1565; recombinant PHOSPHO1, absorbance phosphatase assay; 1.1% of 290,000 active; inhibition, % at 13.3 µM; Phosphoethanolamine/phosphocholine phosphatase (Homo sapiens), Q8TCT1; in the data active = inhibition above about 60%
UBC9 SUMO inh = inhibitors of in vitro SUMOylation cascade, primary screen, biochemical, HTRF, uHTS | 0.36% of 290,000 active | inhibition, % at 35 µM | SUMO-conjugating enzyme UBC9 (Homo sapiens), P63279 | HTRF SUMOylation assay, SAE1/SAE2 + UBC9; in the data active = inhibition above about 50%, passing the limit was not always enough; also: strong numbers were not always called active
DNA FID counter = compounds displacing fluorescent DNA intercalator, primary screen, artefact control for HCV NS3 helicase inhibitor project, biochemical, FID fluorescence | DNA fluorescent intercalator displacement | inhibition, % at 7.9 µM | AID 1845, 2009 | 0.17% of 290,000 active; in the data active = inhibition above about 37%;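 also: 0% = vehicle and 100% = reference compound; higher means more ethidium bromide displaced from hairpin DNA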
* marks the source's active call; other numbers are inactive results; nt = not tested or not shown; [ ] = dose if it differs, or a comment. An excerpt; the hit share may differ from the screen's.

Preview (two entries):
SMILES | MEKK3 PB1 HTS | IMP-1 inhibitor | pCIP destab | NS3 helicase inh | IDE act | VIM-2 inhibitor | PHOSPHO1 block | UBC9 SUMO inh | DNA FID counter
COc1ccc(-n2nc(C(=O)NCC(=O)N3CCN(c4ccccc4OC)CC3)c3ccccc3c2=O)cc1OC | 96 | 0.7 | 7 | 5 | -2 | -1.0 | 37 | -17 | -53
Cc1ccccc1NC(=O)NCCc1nc2ccccc2[nH]1 | 101 | -2.5 | 4 | 2 | -8 | -3.4 | -31 | -5 | 0

The list itself (from the top)
SMILES | MEKK3 PB1 HTS | IMP-1 inhibitor | pCIP destab | NS3 helicase inh | IDE act | VIM-2 inhibitor | PHOSPHO1 block | UBC9 SUMO inh | DNA FID counter
COc1ccc(-n2nc(C(=O)NCC(=O)N3CCN(c4ccccc4OC)CC3)c3ccccc3c2=O)cc1OC | 96 | 0.7 | 7 | 5 | -2 | -1.0 | 37 | -17 | -53
Cc1ccccc1NC(=O)NCCc1nc2ccccc2[nH]1 | 101 | -2.5 | 4 | 2 | -8 | -3.4 | -31 | -5 | 0
CCCC(=O)Nc1sc(C)c(C)c1C(=O)Nc1cccc(C)c1 | 105 | -0.9 | -1 | 13 | -5 | 1.8 | -9 | -20 | -10
CCN1C(=O)/C(=c2\sc3nc(=O)c(Cc4ccccc4)nn3c2=O)c2ccccc21 | 123 | -3.1 | 3 | -7 | 2 | -2.0 | 8 | 12 | -16
COc1ccc(CN(Cc2ccc(OC)cc2)C(=O)c2cccs2)cc1 | 99 | -1.1 | -10 | -7 | nt | -0.1 | 25 | -3 | -30
CCOc1cc(NC(=S)NC)c(OCC)cc1NC(=O)c1ccc(OC)cc1 | 96 | -1.8 | -1 | 0 | 4 | -5.7 | 45 | -3 | -5
COc1ccc(NC2CC(=O)N(c3ccccc3)C2=O)cc1 (stereo unspecified) | 104 | -6.6 | 6 | 1 | -1 | -3.2 | -14 | 3 | -1
COc1c(C(=O)NC(=S)Nc2nnn(C)n2)cc2ccccc2c1Br | 97 | -0.9 | -5 | 3 | 4 | -3.7 | 33 | 1 | -7
COc1ccc(C(C(=O)NC2CCCC2)N(C(=O)c2csnn2)C2CCCC2)cc1 (stereo unspecified) | 100 | -5.0 | 1 | -10 | 4 | -0.8 | 28 | -12 | -38
CN1C(=O)C(C)(C)c2cc(S(=O)(=O)N3CCN(c4ccccc4)CC3)ccc21 | 102 | -3.0 | -4 | 7 | 1 | -3.7 | 5 | 11 | -35
Cc1ccc(C2CC(c3cccs3)=NN2C(=O)CSc2nc3ccccc3o2)cc1 (stereo unspecified) | 118 | -3.2 | -21 | -11 | 5 | -3.0 | 7 | 13 | -8
O=C(CNC(=O)c1ccccc1)NCC(=O)OCC(=O)c1ccccc1Cl | 101 | -2.2 | 0 | -3 | 4 | -2.4 | nt | -1 | -5
COc1cc2c3nnc(-c4ccccc4)c-3cn(Cc3ccccc3F)c2cc1OC | 96 | -1.6 | -110 | -54 | nt | -0.1 | 0 | 19 | 17
CN1CCC(N(C)C(=O)/C(C#N)=C/c2ccc(OC(F)F)cc2)CC1 | 106 | -1.1 | 0 | 3 | 1 | 0.4 | 34 | 8 | 0
OCC[C@@H]1C[C@@H](O)[C@H](O)[C@@]2(OCc3ccccc32)O1 | 102 | 0.1 | 0 | -4 | 6 | -2.5 | 20 | 3 | -7
CC1(c2ccccc2)NC(=O)N(CC(=O)Nc2ccccc2C(=O)NC2CC2)C1=O (stereo unspecified) | 100 | -1.7 | 3 | 4 | -1 | -0.4 | 23 | 10 | -11
CCOC(=O)C1CCN(S(=O)(=O)c2cc3c(cc2C)NC(=O)CO3)CC1 | 103 | -2.8 | 15 | -8 | 9 | -5.3 | 7 | 0 | -18
Cc1cc(=O)oc(C)c1C(=O)NCCCN1CCN(c2ccccc2F)CC1 | 101 | 0.9 | -17 | -9 | 7 | -0.4 | -10 | -7 | 0
O=C(CNC(=O)c1ccco1)OCC(=O)c1ccc(Cl)cc1 | 107 | -2.3 | -12 | -11 | 5 | -3.5 | 15 | -5 | 1
CCCN1Cc2cccc(C(=O)Nc3ccc(CC)cc3)c2C1=O | 102 | -1.3 | -14 | -3 | 0 | -2.4 | 6 | 11 | -1
Oc1ccccc1NCC(O)Cn1ccc2ccccc21 (stereo unspecified) | 95 | -2.9 | -10 | 7 | -6 | -2.7 | 21 | 19 | 4
Cn1c(C(=O)NCc2cccnc2)cc2sc(Cl)cc21 | 104 | -2.8 | 19 | 0 | -1 | -1.6 | -60 | 16 | -6
COc1ccccc1-c1c(C)nn2c(N3CCC4(CC3)OCCO4)cc(C)nc12 | 104 | -3.5 | -10 | 1 | 0 | -2.8 | -20 | 7 | -32
COCCNC(=O)CN(C(=O)c1ccc(N2CCCC2)nc1)c1ccc(Cl)cc1 | 100 | -0.8 | 1 | 5 | 5 | -0.2 | -6 | -6 | -33
CCCc1nnc(NC(=O)CS(=O)(=O)c2ccccc2)s1 | 100 | -1.4 | -2 | 3 | 2 | -1.4 | 48 | 6 | -9
Cc1ccccc1CN1C(=O)c2ccccc2S(=O)c2ccc(C(=O)NCCCN3CCOCC3)cc21 (stereo unspecified) | 98 | -2.4 | -11 | -19 | 6 | -0.5 | 28 | 5 | 22
CCCC(C)NC(=S)NC(=O)c1cc(S(=O)(=O)N2CCOCC2)ccc1C (stereo unspecified) | 109 | -2.2 | 2 | -2 | 2 | -3.8 | 5 | -20 | -31
O=C(CCCNS(=O)(=O)c1cccs1)N1CCN(c2cccc(Cl)c2)CC1 | 107 | -2.5 | -15 | -2 | -1 | -3.4 | -26 | 14 | -26
N#Cc1ccc(NC(=S)NC(=O)CCc2ccc(S(=O)(=O)N3CCOCC3)cc2)cc1 | 94 | 1.2 | -15 | 15 | 3 | -2.2 | 20 | 2 | 2
Cc1ccccc1NC(=O)C(Cc1ccccc1)n1cccc1 (stereo unspecified) | 90 | -3.1 | -15 | 17 | -1 | -1.9 | 27 | -6 | -15
NC(=O)Cn1c(=O)oc2ccccc21 | 98 | -3.2 | -8 | 2 | -2 | -3.5 | -38 | 8 | -1
Cc1occc1C(=O)NNC(=O)c1ccc(Br)o1 | 100 | 0.6 | -13 | 1 | 1 | 0.0 | -6 | 10 | -2
CCOC(=O)CN1C(c2ccc(O)cc2)Nc2ccc(Br)cc2C1c1ccccc1 (stereo unspecified) | 100 | -0.7 | 0 | -20 | 2 | -0.7 | -6 | -23 | -16
CCCC(=O)N(c1ccc2oc(=O)sc2c1)S(=O)(=O)c1cccs1 | 104 | -3.5 | -4 | 14 | -13 | -2.0 | 95* | -28 | -11
COc1ccc(Nc2nccc(-c3cccc(N)c3)n2)cc1 | 106 | 0.5 | -14 | -16 | 5 | -0.1 | 42 | -8 | -1
NC(=O)c1cc(C(=O)c2cccc(Cl)c2Cl)c[nH]1 | 100 | -0.8 | -10 | 2 | 4 | 0.7 | 51 | 10 | -6
NC(=O)C1CCN(C(=O)CCc2nc3ccccc3c(=O)[nH]2)CC1 | 112 | -1.1 | -1 | 1 | 1 | 0.3 | 12 | 4 | 1
COC(=O)Nc1nn(Cc2ccccc2F)cc1Br | 74*[inhibitor] | -2.5 | 9 | -5 | 4 | -3.9 | -10 | -6 | -1
CC(C)C(=O)N1CC(=O)Nc2ccc(F)cc2C1c1ccc(F)cc1 (stereo unspecified) | 101 | -1.8 | -13 | -5 | 2 | 0.3 | nt | 5 | -5
O=C(CCNC(=O)c1ccco1)Nc1ccc(C(F)(F)F)cc1 | 100 | -0.8 | -14 | -4 | -2 | 0.9 | 3 | 1 | 0
CCCCCCC(=O)N1C/C=C\C(c2ccc(OC)cc2)N(Cc2ccc(F)cc2)C(=O)[C@H]1Cc1ccccc1 (stereo partly specified) | 120 | nt | -5 | nt | nt | nt | 26 | -29 | nt
NC(=O)c1oc2ccccc2c1NC(=O)CN1CCCCC1 | 106 | 0.2 | 0 | 26 | 7 | -0.8 | -7 | 10 | -1
O=C(c1ccncc1)N(Cc1ccccc1)Cc1nc2ccccc2c(=O)[nH]1 | 105 | -3.6 | -16 | 1 | 2 | -6.4 | -7 | 21 | -7
COc1cccc(-c2onc3ccc(C(C)=O)cc23)c1 | 107 | -3.6 | -8 | 7 | -5 | 0.7 | 25 | 12 | -17
Cc1cccn2c(=O)c3cc(C(=O)N4COCC4(C)C)n(C)c3nc12 | nt | 0.8 | -5 | 6 | 1 | 0.8 | 18 | 12 | -3
CN(C)CCN(C(=O)c1ccc(N2C(=O)CCC2=O)cc1)c1nc2cc3c(cc2s1)OCCO3 | 101 | -3.5 | -2 | -8 | nt | -3.2 | 36 | 6 | 6
COC(=O)CC1SC(=O)NC1=Nc1ccccc1 (stereo unspecified) | 107 | -1.6 | -2 | -1 | -1 | -2.1 | 41 | 14 | 4
Cc1c(NC(=O)NCCN2C(=O)C3C4C=CC(C4)C3C2=O)c(=O)n(-c2ccccc2)n1C (stereo unspecified) | 91 | -4.7 | -13 | 13 | 3 | -1.7 | 2 | -2 | -14
O=[N+]([O-])c1ccc(Nc2nc(NCCO)nc(N3CCCC3)n2)cc1 | 106 | 0.5 | 6 | -20 | -3 | 0.3 | 5 | -4 | -7
CS(=O)(=O)Nc1ccc2c(c1)OCC(=O)N2Cc1ccccc1 | 97 | -4.3 | -19 | 14 | 0 | -1.5 | 41 | -2 | -5
O=C(OCN1C(=O)c2ccccc2C1=O)c1ccco1 | 102 | -3.0 | 0 | 3 | 6 | -2.3 | -8 | 13 | 3
O=C(CSc1nc2ccccc2c(=O)n1CC1CCCO1)NCCc1ccccc1 (stereo unspecified) | 100 | -2.1 | -27 | -1 | -4 | -0.5 | 33 | -9 | -37
O=C(CCC(=O)N1CCN(S(=O)(=O)c2ccc3ccccc3c2)CC1)NCC(F)(F)F | 100 | -2.2 | -15 | 3 | 6 | 1.6 | 17 | 8 | -26
O=C(CCNC(=O)c1ccc(Br)o1)NCc1ccccn1 | 107 | -3.9 | 0 | -4 | -1 | -4.7 | -8 | -22 | -3
Cc1ccc2nc(SCC(=O)O)nc(C)c2c1 | 92 | -2.8 | 5 | 1 | 2 | -3.3 | 5 | -7 | 2
CSc1oc(-c2ccco2)nc1S(=O)(=O)c1ccccc1 | 104 | 0.4 | -11 | 24 | 1 | 2.4 | 35 | 13 | -13
CC1(C)CC(=O)N(CC(=O)O)c2ccccc2S1(=O)=O | 110 | -2.1 | -14 | 4 | -3 | -1.7 | 20 | 4 | 1
